LYPLA2 inh = LYPLA2 (human) inhibition in PME1 counter-screen; actives 0.38% (n = 320,000); O95372; inhibition, % at 5.9 µM; recombinant LYPLA2, FP-Rh probe fluorescence polarization;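 active means inhibition above the screen-wide mean plus 3 SD, limit set per campaign, cut at about 26% in these data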;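 further: 0% = LYPLA2 with DMSO and 100% = wells lacking LYPLA2 enzyme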
Target sequence (O95372 whole entry, looked up): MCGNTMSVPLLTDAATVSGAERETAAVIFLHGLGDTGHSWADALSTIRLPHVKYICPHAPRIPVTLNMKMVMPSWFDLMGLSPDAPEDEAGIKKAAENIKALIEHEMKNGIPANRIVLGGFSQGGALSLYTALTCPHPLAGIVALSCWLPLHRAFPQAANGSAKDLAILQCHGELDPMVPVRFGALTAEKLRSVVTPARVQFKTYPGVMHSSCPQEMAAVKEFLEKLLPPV
PP5 primary = inhibitors of human protein phosphatase 5 (PP5). P53041. purified PP5c, OMFP substrate fluorescence. inhibition, % at 6.7 µM. actives 0.18% (n = 320,000). AID 1987;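 active means inhibition above the campaign's mean inhibition across all tested compounds plus 3 SD, cut at about 9.5% in these data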;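 further: 0% = DMSO only and 100% = 100 µM cantharidin control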
core dimer inh = HCV core protein dimerization inhibition; actives 0.33% (n = 300,000); TR-FRET GST/Flag-core106 dimerization, 1536-well; inhibition, % at 5 µM; AID 1899;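 active means inhibition above the mean of all tested compounds plus 3 SD, set per screening campaign, cut at about 45% in these data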
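assay system = GST-tagged and Flag-tagged HCV core protein residues 1-106 | controls = unlabelled core106 and no-GST-core106 wells | incubation = compound-protein-antibody incubation 4 h at 22.5 °C | probe or stimulus = Eu donor and XL665 acceptor anti-tag antibodies | read-out = % inhibition based on acceptor/donor emission ratio | signal = TR-FRET 671 and 617 nm emission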
Efflux pump mplx = inhibitors of Candida antifungal efflux pumps expressed in yeast | S. cerevisiae Candida pump triplex, Nile Red efflux | inhibition, % at 10 µM | actives 0.44% (n = 330,000) | AID 485275;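 active means plate passing quality check with inhibition over a set limit, or well fluorescence over plate mean plus 4 SD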;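 further: Nile Red retained in pooled yeast measured as flow cytometry median fluorescence; 0% = buffer negative control and 100% = Enniatin B positive control; higher means more Nile Red kept so more efflux inhibition; some compounds called inactive have numbers as strong as hits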
PREPL inh = inhibits the human prolyl oligopeptidase-like enzyme | Q4J6C6 | recombinant PREPL, fluorescence polarization activity-based probe | inhibition, % at 5.96 µM | actives 0.68% (n = 320,000); in the data active means inhibition above about 43%;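 further: 0% = enzyme with DMSO and 100% = wells lacking enzyme; many of its hits are not listed in these tables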
PP1 inh = PP1-alpha (human) inhibition in PP5 counter-screen | P62136 | purified PP1alpha, OMFP fluorescence | inhibition, % at 6.7 µM | actives 0.9% (n = 320,000) | AID 2235;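 active means inhibition above the mean inhibition of all tested compounds plus 3 SD, computed separately for each screening campaign, cut at about 15% in these data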
Target sequence (P62136 whole entry, looked up): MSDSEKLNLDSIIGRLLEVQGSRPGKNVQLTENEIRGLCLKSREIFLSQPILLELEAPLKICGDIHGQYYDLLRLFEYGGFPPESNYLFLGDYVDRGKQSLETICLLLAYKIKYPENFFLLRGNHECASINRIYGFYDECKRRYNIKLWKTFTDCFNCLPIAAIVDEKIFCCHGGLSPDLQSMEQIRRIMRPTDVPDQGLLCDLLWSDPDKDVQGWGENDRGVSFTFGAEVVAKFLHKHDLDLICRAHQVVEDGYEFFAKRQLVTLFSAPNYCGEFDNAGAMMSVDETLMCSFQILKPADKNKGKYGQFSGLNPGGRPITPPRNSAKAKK
Fh CTSL1 inh = cathepsin L1 inhibition, PFM18AAP counter-screen; recombinant F. hepatica cathepsin L1, Z-Leu-Arg-MCA fluorescence; inhibition, % at 5.96 µM; actives 0.49% (n = 300,000); AID 1906;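 active means inhibition above the mean of all tested compounds plus 3 SD, set per screening campaign, cut at about 17% in these data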;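 further: 0% = plate median of test compound wells and 100% = 1 µM Z-Phe-Ala-diazomethylketone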
TPT1 inh = blocks Candida albicans tRNA 2'-phosphotransferase; actives 0.81% (n = 300,000); recombinant caTPT1, FP RNA substrate dephosphorylation; AID 1962; inhibition, % at 5 µM;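 active means inhibition above the mean of all tested compounds plus 3 SD, set per screening campaign, cut at about 24% in these data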;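 further: plate controls were DMSO alone for no effect and ferristatin control at 100 nM for full effect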
GASC-1 inh = human JMJD2C demethylase inhibition; AID 2099; inhibition, % at 2.35 µM; actives 0.069% (n = 330,000); GST-JMJD2C(1-420) H3K9me3 demethylation, DELFIA europium;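 active means more than half of a compound's replicate wells show inhibition beyond 50%, single wells judged on their own value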;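 further: signal counts dimethyl H3K9 product captured on neutravidin plate; 0% = median of DMSO wells and 100% = 0.3 times that DMSO median; strong numbers were not always called active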
Target sequence (Q9H3R0 1-420 limits assumed): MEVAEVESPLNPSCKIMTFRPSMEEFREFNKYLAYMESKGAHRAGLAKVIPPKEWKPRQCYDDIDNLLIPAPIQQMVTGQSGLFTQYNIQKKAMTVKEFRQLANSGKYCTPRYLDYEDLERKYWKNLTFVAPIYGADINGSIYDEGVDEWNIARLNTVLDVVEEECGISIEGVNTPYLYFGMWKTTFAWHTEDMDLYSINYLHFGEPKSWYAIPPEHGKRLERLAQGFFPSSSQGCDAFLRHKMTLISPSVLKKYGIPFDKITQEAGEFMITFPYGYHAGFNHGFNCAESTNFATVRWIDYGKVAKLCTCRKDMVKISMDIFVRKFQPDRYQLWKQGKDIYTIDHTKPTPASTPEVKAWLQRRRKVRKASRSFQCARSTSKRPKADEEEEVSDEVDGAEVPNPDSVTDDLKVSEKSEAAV
Starred values were filed as active, the others as inactive; nt = not tested or not shown.

Order of results: GASC-1 inh | TPT1 inh | LYPLA2 inh | PP1 inh | PREPL inh | core dimer inh | PP5 primary | Fh CTSL1 inh | Efflux pump mplx
COc1ccc(OC)c(NC(=O)c2ccc(CN(c3cc(Cl)ccc3C)S(=O)(=O)c3ccccc3)cc2)c1
  14 | 2 | 3 | -2 | 12 | 19 | 2.7 | 3 | -0.4
CC1CCN(c2c(NCc3ccc(C(=O)N4c5ccccc5CC4C)cc3)c(=O)c2=O)CC1 (configuration not stated)
  12 | -1 | 16 | 7 | 9 | 7 | -1.4 | 1 | 0.1
O=C(Nc1scc(-c2cccs2)c1C(=O)O)c1cccs1
  -6 | -2 | 1 | -1 | 27 | 6 | 0.2 | -1 | 0.3
Cn1c(NC(=S)Nc2ccccc2)nc2ccccc21
  6 | 0 | 1 | -2 | -3 | 2 | 2.7 | 2 | 0.3
COc1ccc(O)c(-c2cc(-c3cccs3)[nH]n2)c1
  7 | -2 | -8 | 3 | 17 | -2 | 4.1 | 2 | -0.4
Cc1ccc([C@@H]2[C@@H]3C(=O)N(C)C(=O)[C@@H]3[C@@H]3C(=O)Nc4ccccc4C(=O)N23)cc1
  -7 | -4 | -3 | 0 | 16 | -9 | 1.9 | -8 | 0.6*
CCOc1ccc(CCNS(=O)(=O)c2cc3c(cc2C)NC(=O)CO3)cc1OCC
  47 | -6 | 5 | -2 | -6 | 18 | 0.7 | 1 | -0.2
COc1cccc(NC(=O)C(=O)NCCC2CCCCN2S(=O)(=O)c2cccs2)c1 (configuration not stated)
  -6 | 4 | 4 | -3 | -51 | 3 | 2.6 | 7 | 0.2
COc1ccccc1OCc1nc(C#N)c(N2CC(C)CC(C)C2)o1 (configuration not stated)
  4 | -2 | 1 | 8 | -7 | 6 | 3.9 | 0 | 0.3
CCC1Sc2ccc(S(=O)(=O)CCC(=O)Nc3cc(C)ccn3)cc2NC1=O (configuration not stated)
  4 | -1 | -4 | 4 | -4 | 15 | 1.3 | -2 | -0.1
O=C(c1ccc(Cl)c(S(=O)(=O)N2CCOCC2)c1)N1CCN(c2ccccc2)CC1
  12 | 4 | 5 | 0 | 38 | 0 | 0.5 | 4 | -0.2
Nc1c(C(=O)N/N=C/c2ccccc2Cl)oc2nc(-c3ccccc3)cc(-c3ccco3)c12
  1 | 72* | -8 | 3 | -28 | 18 | 1.2 | -1 | 0.1
COc1cc(OC)cc(C(=O)NCCCNC(=O)c2cccnc2)c1
  4 | -8 | 2 | 0 | 0 | -3 | 0.2 | 2 | -0.2
COc1ccc(CN(C)CC(=O)Nc2c(C)cccc2C)c(OC)c1
  -6 | 0 | 2 | 1 | 16 | -4 | -0.2 | 1 | -0.1
COc1ccccc1CN(Cc1cc2cc(C)cc(C)c2[nH]c1=O)Cc1nnnn1CC1CCCO1 (configuration not stated)
  nt | -1 | 0 | 1 | -10 | 1 | 5.2 | -1 | 0.1
COc1ccc(NC(=O)CSc2ccc(-c3cccnc3)nn2)cc1
  -3 | 2 | 1 | -4 | -8 | -7 | 4.2 | -2 | 0.1
CN1CCCN(C(c2ccccc2)c2ccc(Cl)cc2)CC1 (configuration not stated)
  -7 | 1 | 0 | 1 | -1 | -3 | 2.2 | 0 | 0.1
CN(C)c1ccc(C(=O)N/N=C/c2cc(Br)cc(Br)c2O)cc1
  -5 | 3 | -1 | -4 | 3 | 4 | 0.3 | 6 | 0.0
COc1cccc(C(C(=O)NCC2CCCO2)N(CC2CCCO2)C(=O)CN2C(=O)c3ccccc3S2(=O)=O)c1 (configuration not stated)
  0 | -1 | 3 | -6 | 1 | -1 | -0.7 | -1 | 0.0
CCn1c(SCC(=O)NCCc2ccccc2)nc2sc3c(c2c1=O)CCN(C)C3
  nt | 1 | -1 | -5 | 6 | 8 | 3.4 | 0 | 0.0
CN1CCN(C(=O)c2ccc(Oc3ccc([N+](=O)[O-])cc3)cc2)CC1
  -31 | 2 | 0 | -4 | 9 | 1 | 0.5 | -2 | 0.0
O=C(c1ccc2ccccc2c1)N1CCN(Cc2ccccc2)CC1
  -1 | 2 | -5 | 1 | -13 | 9 | -1.1 | 1 | 0.0
COc1cc(CC(=O)OCC(=O)Nc2cccc([N+](=O)[O-])c2)cc(OC)c1OC
  0 | 2 | -2 | -1 | 3 | 3 | 0.6 | -6 | 0.0
COc1ccc(-c2nc3ccccc3nc2-c2ccccc2)cc1OC
  4 | 0 | 0 | 3 | -2 | 18 | 1.3 | 4 | -0.1
Nc1nc(-c2ccccc2)cc(-c2ccccc2O)n1
  2 | 3 | 6 | -1 | 15 | 0 | 1.8 | 0 | 0.1
CCOC(=O)C1CCN(C(=O)c2c(-c3c(Cl)cccc3Cl)noc2C)CC1
  0 | -5 | 3 | 2 | -3 | -4 | 0.1 | -2 | 0.4
C#CCOCCOCCOCCNc1nc(N2CCN(C(=O)[C@H]([C@@H](C)O)n3cc(CCCCN)nn3)CC2)nc(N2CCN(C(=O)[C@H]([C@@H](C)CC)n3cc(CCCN=C(N)N)nn3)CC2)n1
  -10 | -3 | 2 | 1 | 18 | -21 | -1.4 | -1 | 0.3
CCCn1c2ccccc2c2nnc(SC(CC)C(=O)Nc3cc(C)on3)nc21 (configuration not stated)
  4 | 0 | 0 | 0 | -2 | 14 | 2.8 | 1 | -0.1
COC(=O)c1c(NC(=O)CSc2nnc(-c3ccco3)n2C)sc(C)c1C
  -4 | -2 | -1 | 0 | -3 | 2 | -0.4 | 0 | -0.1
O=C(N/N=C\c1cc(Br)cs1)c1ccncc1
  3 | 1 | 1 | -2 | 3 | -3 | 0.5 | 4 | 0.2

Structural class: the compounds so far with an aryl thioether with sulfur outside any ring (four)
Order of results: GASC-1 inh | TPT1 inh | LYPLA2 inh | PP1 inh | PREPL inh | core dimer inh | PP5 primary | Fh CTSL1 inh | Efflux pump mplx
COc1ccc(NC(=O)CSc2ccc(-c3cccnc3)nn2)cc1
  -3 | 2 | 1 | -4 | -8 | -7 | 4.2 | -2 | 0.1
CCn1c(SCC(=O)NCCc2ccccc2)nc2sc3c(c2c1=O)CCN(C)C3
  nt | 1 | -1 | -5 | 6 | 8 | 3.4 | 0 | 0.0
CCCn1c2ccccc2c2nnc(SC(CC)C(=O)Nc3cc(C)on3)nc21 (configuration not stated)
  4 | 0 | 0 | 0 | -2 | 14 | 2.8 | 1 | -0.1
COC(=O)c1c(NC(=O)CSc2nnc(-c3ccco3)n2C)sc(C)c1C
  -4 | -2 | -1 | 0 | -3 | 2 | -0.4 | 0 | -0.1

Pulled one by one from the entries so far (three):
Order of results: GASC-1 inh | TPT1 inh | LYPLA2 inh | PP1 inh | PREPL inh | core dimer inh | PP5 primary | Fh CTSL1 inh | Efflux pump mplx
COc1ccc(CN(C)CC(=O)Nc2c(C)cccc2C)c(OC)c1
  -6 | 0 | 2 | 1 | 16 | -4 | -0.2 | 1 | -0.1
COc1ccc(-c2nc3ccccc3nc2-c2ccccc2)cc1OC
  4 | 0 | 0 | 3 | -2 | 18 | 1.3 | 4 | -0.1
Nc1nc(-c2ccccc2)cc(-c2ccccc2O)n1
  2 | 3 | 6 | -1 | 15 | 0 | 1.8 | 0 | 0.1

Next section.
Order of results: GASC-1 inh | TPT1 inh | LYPLA2 inh | PP1 inh | PREPL inh | core dimer inh | PP5 primary | Fh CTSL1 inh | Efflux pump mplx
COc1ccccc1Nc1ccc(Nc2ccccc2OC)nn1
  2 | 0 | -3 | -4 | 5 | -16 | 2.9 | 0 | -0.1
CC1CCN(S(=O)(=O)N2CCC(C(=O)NCCc3ccccc3)CC2)CC1
  6 | -5 | 7 | 5 | -2 | -1 | -0.9 | 3 | -0.1
O=C(CN1CCCCC1)Nc1cccc2c1OCO2
  7 | -2 | 7 | 8 | -4 | -3 | -9.1 | 3 | 0.0
CCOc1ccc(CNn2cnnc2)cc1
  3 | -3 | -1 | 1 | 16 | -17 | 2.0 | -3 | -0.2
Cc1ccc(CCN2CC(C(=O)NCc3cccnc3)CC2=O)cc1 (configuration not stated)
  -6 | -4 | -1 | 2 | 4 | -2 | 0.0 | 0 | -0.3
O=C(Nc1ccc(Oc2cccc(C(F)(F)F)c2)nc1)c1ccco1
  7 | 0 | 1 | 3 | -9 | -7 | 6.4 | 1 | 0.0
Cc1ncoc1C(=O)Nc1ncc([N+](=O)[O-])s1
  -27 | 5 | 1 | -6 | 1 | -5 | -1.0 | 0 | -0.1
CCC(CC)C(=O)Nc1ccc(C)c(O)c1
  -7 | -7 | 3 | -1 | 0 | -3 | 1.1 | -2 | -0.1
C=C1CCN([C@H](C(=O)NCc2ccc(Cl)c(Cl)c2)C(C)C)S(=O)(=O)c2ccccc21
  -4 | -1 | 0 | 7 | -10 | 4 | 3.8 | -1 | 0.0
Cc1ccc(C(=O)OCC(=O)N2CCC(C)CC2)cc1S(=O)(=O)N1CCCCC1
  -6 | 4 | -3 | -5 | 10 | 4 | 1.0 | -6 | -0.7
CC1=NN(C(N)=S)C(=O)C1N=Nc1ccc([N+](=O)[O-])cc1 (configuration not stated)
  -4 | -1 | 1 | -2 | 5 | -9 | 1.1 | -1 | -0.1
O=C1c2c(O)cc(O)cc2O[C@H](c2ccc(O)c(O)c2)[C@H]1O
  0 | 0 | 36* | -1 | -2 | 5 | -0.7 | 5 | -0.1
CCS(=O)(=O)N1CCC(c2nc(-c3ccc(C(F)(F)F)cc3)no2)CC1
  -2 | 1 | -1 | -1 | -3 | 2 | 0.1 | 1 | 0.0
COc1ccc(CCNC(=O)CCN2C(=O)COc3ccc(C)cc32)cc1OC
  3 | -1 | 1 | -2 | 8 | 3 | 0.1 | -3 | 0.0
COc1cc2c(cc1OC)C(NNC(=O)c1ccc(Br)o1)=NC(C)(C)C2
  -1 | 0 | 0 | -2 | -5 | -4 | 1.1 | 2 | 0.1
O=C(CSc1nc(C2CC2)nc2ccccc12)NCc1ccc2c(c1)OCO2
  6 | 4 | -8 | 10 | -8 | -2 | -1.3 | -1 | 0.1
O=C(Cn1c2ccc(F)cc2c2nc3n(c(=O)c21)CCS3)N1CCCC1
  -1 | -4 | -7 | -1 | 16 | 1 | 0.2 | 0 | 0.1
CCCNC(=O)c1ccc(-c2nn(C)c(=O)c3ccccc23)cc1
  -5 | 1 | 0 | -5 | -14 | -5 | -1.7 | 7 | -0.1

Bioassay records (PubChem)

Some of the compounds tested; the hit share may differ from the screen's.
